ZTA DNA inh: ZTA (EBV) inhibition in EBNA-1 counter-screen | P03206 | ZTA-DNA binding, fluorescence polarization | inhibition, % at 11 µM | 320,000 compounds, 0.15% hits | AID 2234; in the data active = inhibition above about 33%
Target sequence (P03206 whole entry, looked up): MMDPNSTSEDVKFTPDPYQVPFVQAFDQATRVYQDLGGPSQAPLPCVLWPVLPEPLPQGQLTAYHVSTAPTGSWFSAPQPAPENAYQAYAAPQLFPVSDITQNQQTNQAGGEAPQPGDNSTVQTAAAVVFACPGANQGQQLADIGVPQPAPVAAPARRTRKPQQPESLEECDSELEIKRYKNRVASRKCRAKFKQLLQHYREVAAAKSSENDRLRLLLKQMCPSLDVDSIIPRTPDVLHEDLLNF
GSTO1 inh: inhibitors of recombinant GSTO1, primary screen, counter-screen for RBBP9 inhibitor project, biochemical, fluorescence polarization. Glutathione S-transferase omega-1 (Homo sapiens), P78417. AID 1974, 2009. 300,000 compounds, 1.1% hits. activity-based probe fluorescence polarization. inhibition, % at 5.96 µM;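 active = inhibition above the campaign mean inhibition plus 3 SD, cut at about 35% in these data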;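 also: 0% = GSTO1-1 with DMSO and 100% = wells lacking GSTO1-1 enzyme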
Target sequence (P78417 whole entry, looked up): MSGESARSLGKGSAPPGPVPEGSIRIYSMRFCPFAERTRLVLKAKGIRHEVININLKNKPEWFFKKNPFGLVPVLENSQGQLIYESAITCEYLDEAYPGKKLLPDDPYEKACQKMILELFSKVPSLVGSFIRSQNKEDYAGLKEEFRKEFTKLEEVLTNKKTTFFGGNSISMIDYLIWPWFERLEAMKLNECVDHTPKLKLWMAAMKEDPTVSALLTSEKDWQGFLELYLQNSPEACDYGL
PAFAH1B3 inh: PAFAH1B3 enzyme inhibitors, primary screen, biochemical, fluorescence polarization, human | 340,000 compounds, 0.28% hits | recombinant PAFAH1B3, FP-rhodamine probe | inhibition, % at 3.39 µM;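 active = inhibition above the screen-wide average of all tested compounds plus 3 SD, cut at about 25% in these data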;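 also: 0% = enzyme with DMSO only and 100% = wells lacking PAFAH1B3 protein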
PREPL inh: PREPL enzyme inhibitors, primary screen, biochemical, fluorescence polarization; 320,000 compounds, 0.68% hits; Prolyl endopeptidase-like (Homo sapiens), Q4J6C6; inhibition, % at 5.96 µM; AID 2751, 2010; recombinant PREPL, fluorescence polarization activity-based probe; in the data active = inhibition above about 43%;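 also: 0% = enzyme with DMSO and 100% = wells lacking enzyme; many of its hits are not listed in these tables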
PAFAH2 FP inh: PAFAH2 enzyme inhibitors, primary screen, biochemical, fluorescence polarization, human | Platelet-activating factor acetylhydrolase 2, cytoplasmic (Homo sapiens), Q99487 | recombinant PAFAH2, FP-rhodamine activity probe | inhibition, % at 3.39 µM | 340,000 compounds, 0.99% hits | AID 492956, 2010;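 active = inhibition above the mean over all tested compounds plus 3 SD, cut at about 30% in these data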;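 also: inhibitors block probe labeling of enzyme so polarization drops; 0% = enzyme with DMSO and 100% = wells lacking PAFAH2 protein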
EBNA-1 inhibitor: EBNA-1 DNA-binding inhibitors, primary screen, biochemical, fluorescence polarization | 300,000 compounds, 0.34% hits | inhibition, % at 14.8 µM | AID 1950, 2009; in the data active = inhibition above about 28%
LYPLA1 counter: LYPLA1 inhibitors, primary screen, counter-screen for PME1 inhibitor project, biochemical, fluorescence polarization, FP-Rh probe ABPP. Acyl-protein thioesterase 1 (Homo sapiens), O75608. 320,000 compounds, 0.16% hits. inhibition, % at 5.9 µM. recombinant LYPLA1. AID 2174, 2009;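 active = inhibition above the mean of all tested compounds plus 3 SD, set per campaign, cut at about 14% in these data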;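 also: inhibitors block serine hydrolase probe labeling of LYPLA1 so polarization falls; 0% = enzyme with DMSO and 100% = wells lacking LYPLA1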
Target sequence (O75608 whole entry, looked up): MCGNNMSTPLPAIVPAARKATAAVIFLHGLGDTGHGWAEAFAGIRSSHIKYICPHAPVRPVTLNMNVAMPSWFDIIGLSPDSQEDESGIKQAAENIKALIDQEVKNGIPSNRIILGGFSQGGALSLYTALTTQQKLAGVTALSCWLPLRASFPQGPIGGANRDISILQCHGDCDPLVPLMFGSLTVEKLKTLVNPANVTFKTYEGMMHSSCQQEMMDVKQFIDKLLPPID
PAD4 FP inh: human PAD4 inhibitors, primary screen, biochemical, fluorescence polarization, 1536-well format | Protein-arginine deiminase type-4 (Homo sapiens), Q9UM07 | recombinant PAD4, RCA probe fluorescence polarization | inhibition, % at 6.36 µM | 330,000 compounds, 0.41% hits;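 active = percent inhibition above a cutoff equal to the mean of all tested compounds plus 3 SD, cut at about 15% in these data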;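 also: 0% = PAD4 with RCA probe and DMSO and 100% = probe without PAD4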
LYPLA2 counter: LYPLA2 inhibitors, primary screen, counter-screen for PME1 inhibitor project, biochemical, fluorescence polarization, FP-Rh probe ABPP. Acyl-protein thioesterase 2 (Homo sapiens), O95372. recombinant LYPLA2. inhibition, % at 5.9 µM. 320,000 compounds, 0.38% hits. AID 2177, 2009;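 active = inhibition above the screen-wide mean plus 3 SD, limit set per campaign, cut at about 26% in these data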;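 also: 0% = LYPLA2 with DMSO and 100% = wells lacking LYPLA2 enzyme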
Target sequence (O95372 whole entry, looked up): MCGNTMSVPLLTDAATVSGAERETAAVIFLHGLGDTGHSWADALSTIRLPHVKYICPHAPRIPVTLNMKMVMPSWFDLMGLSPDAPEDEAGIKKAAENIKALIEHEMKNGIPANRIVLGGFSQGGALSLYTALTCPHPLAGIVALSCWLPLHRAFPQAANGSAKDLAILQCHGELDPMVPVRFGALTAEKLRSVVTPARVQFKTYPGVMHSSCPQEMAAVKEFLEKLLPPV
* marks the source's active call; other numbers are inactive results; . = not tested or not shown. A portion of the library; count on the stated rates, not on these rows.

Molecule	ZTA DNA inh	GSTO1 inh	PAFAH1B3 inh	PREPL inh	PAFAH2 FP inh	EBNA-1 inhibitor	LYPLA1 counter	PAD4 FP inh	LYPLA2 counter
CC1CCN(c2c(NCC3CCC(C(=O)N4CCCC(C)C4)CC3)c(=O)c2=O)CC1 (stereo not drawn)	4	0	-1	0	8	5	4	-3	-2
COc1ccccc1C(=O)Nc1nnc(-c2ccc(F)cc2)o1	0	-5	-4	26	2	4	2	1	13
COc1ccccc1C(CNC(=O)c1ccc(S(=O)(=O)NCc2ccco2)cc1)N(C)C (stereo not drawn)	-11	3	2	1	-1	-2	3	10	-3
O=C(COC(=O)CN1C(=O)COc2ccccc21)NC1CCCCC1	18	2	3	-1	3	4	2	-2	-1
COc1cc(CCCN2C(=S)NC[C@@H]2CCCCN)cc(OC)c1OC	-14	6	10	11	-3	3	2	-1	12
CC(=O)Nc1ccc(S(=O)(=O)NNC(=S)NCc2ccco2)cc1	0	3	0	-1	6	6	0	-2	1
COc1ccc(C2(C(=O)Nc3ccc(S(=O)(=O)Nc4nc(C)cc(C)n4)cc3)CCCC2)cc1OC	6	2	7	-12	4	6	7	6	2
Cc1cc(NC(=O)CCC(=O)N(c2ccccc2)C(C(=O)NCC2CCCO2)c2cccnc2)no1 (stereo not drawn)	-5	7	6	8	-3	-3	3	3	5
CCNC(=O)c1cc(S(=O)(=O)N2CCSCC2)ccc1OC	0	4	-3	-10	3	0	6	0	4
Cc1noc(NS(=O)(=O)c2ccc(NC(=O)CCC3CCCCC3)cc2)c1C	0	0	12	-3	13	-4	-2	1	4
CC(=O)Nc1ccc(NC(=O)c2cc([N+](=O)[O-])cc([N+](=O)[O-])c2)cc1	-6	1	5	0	1	-1	2	-4	0
Cc1ccc(S(=O)(=O)CNC(=S)c2cccc(C)c2)cc1	-1	32	2	7	0	-9	1	-4	0

As entered above.
Reading of `COc1ccccc1C(=O)Nc1nnc(-c2ccc(F)cc2)o1` under ZTA DNA inh: 0
Reading of `Cc1noc(NS(=O)(=O)c2ccc(NC(=O)CCC3CCCCC3)cc2)c1C` under PREPL inh: -3

The list goes on.
Molecule	ZTA DNA inh	GSTO1 inh	PAFAH1B3 inh	PREPL inh	PAFAH2 FP inh	EBNA-1 inhibitor	LYPLA1 counter	PAD4 FP inh	LYPLA2 counter
CCCN(CCC)c1ncnc2nc[nH]c12	16	1	5	1	5	12	-2	-1	1
COc1cc(NC(=O)CN2CCN(c3ccccn3)CC2)cc(OC)c1OC	-14	-1	1	18	-5	-10	2	2	-2
CCC(C)NC(=O)CSc1n[nH]c(-c2cc(Cl)ccc2OC)n1 (stereo not drawn)	14	8	6	-2	-1	2	-2	-1	1
COc1ccc(CCNC2CC(=O)N(CCc3ccccc3)C2=O)cc1 (stereo not drawn)	-9	5	-4	-2	3	2	3	1	4
COc1ccc2nc(NCCCNC(=O)c3cc(OC)c(OC)c(OC)c3)c(C#N)cc2c1	-25	4	-7	7	-13	-4	-3	1	8
CC(C)(C)OC(=O)N1CCC(NC(=O)c2[nH]cnc2C(=O)Nc2ccccc2)CC1	-4	.	6	9	4	.	-4	0	2
COC(=O)c1c[nH]n2c(=O)c(Cc3ccc(F)cc3Cl)c(C)nc12	-9	-24	3	1	-1	-10	-3	4	1
CSCCC(NC(N)=O)C(=O)Nc1ccc(C)cc1 (stereo not drawn)	-5	3	7	8	-2	-3	-3	0	-3
CNC(=O)/C(C#N)=C/c1ccc(-c2ccc(Cl)cc2)o1	19	-12	-6	-12	-3	-2	-6	-5	-17
CC1CCN(C(=O)CSc2nc3c(c(=O)n2C)SC(C)C3)CC1 (stereo not drawn)	10	1	3	13	3	7	-1	1	-1
Cc1ccc(C(C)C)c(OCC(=O)NC(=S)Nc2ccccc2N2CCOCC2)c1	-3	-1	-2	0	-1	0	3	0	1
Cc1ccc(C2C(C(=O)c3cccs3)=C(O)C(=O)N2CCN2CCOCC2)o1 (stereo not drawn)	-7	5	9	-3	9	-3	0	-1	4

Some of these compounds in order of their number in PAFAH2 FP inh, rising:
compound	PAFAH2 FP inh
CSCCC(NC(N)=O)C(=O)Nc1ccc(C)cc1 (stereo not drawn)	-2
Cc1ccc(C(C)C)c(OCC(=O)NC(=S)Nc2ccccc2N2CCOCC2)c1	-1
CC1CCN(C(=O)CSc2nc3c(c(=O)n2C)SC(C)C3)CC1 (stereo not drawn)	3
CCCN(CCC)c1ncnc2nc[nH]c12	5

Further entries:
Molecule	ZTA DNA inh	GSTO1 inh	PAFAH1B3 inh	PREPL inh	PAFAH2 FP inh	EBNA-1 inhibitor	LYPLA1 counter	PAD4 FP inh	LYPLA2 counter
C#CCOCCOCCOCCNc1nc(N2CCN(C(=O)[C@H](CCCCN)n3cc(CN)nn3)CC2)nc(N2CCN(C(=O)[C@H](CCC(=O)O)n3cc(CN)nn3)CC2)n1	.	.	14	10	-3	.	.	-3	.
C=C(C)C(=O)Nc1cccc(C2=NOC3(C2)C[C@H](C(N)=O)N(C(=O)C(c2ccccc2)c2ccccc2)C3)c1 (stereo partly drawn)	21	-1	-4	-16	2	0	-4	-4	5
CC(C)(C)C(=O)/C(C#N)=C/c1cccs1	-8	-3	-2	-5	4	2	-1	3	-8
CSc1ncccc1C(=O)OCC(=O)NC12CC3CC(CC(C3)C1)C2	.	.	3	2	72*	.	.	2	.
COc1cc2c(cc1OC)CN(C(=O)COc1ccc(C)c(C)c1)CC2	-18	9	7	0	-4	-11	-5	-7	-2
COc1cccc(NS(=O)(=O)c2ccc(Br)s2)c1	13	10	7	0	0	9	1	-4	3
CN(c1ccccc1)c1nc(N)c([N+](=O)[O-])c(Nc2ccccc2F)n1	-19	-2	4	11	-1	-1	-3	1	-6
O=C(CN1C(=O)CC(c2ccco2)Sc2ccccc21)NC1CCCCC1 (stereo not drawn)	14	0	2	-2	2	-7	0	-2	2
O/N=C1\CC/C(=N\O)c2nn(-c3ccc(Cl)cc3Cl)nc21	9	-7	3	3	-8	4	-1	0	2
COc1cc(OC)nc(Oc2ccccc2C(=O)Oc2ccccc2Cl)n1	1	-3	5	1	-12	4	-1	5	-1
Cc1ccc(S(=O)(=O)N(C)CCCC(=O)N2CCN(C=O)CC2)cc1	5	4	-2	5	6	3	0	-2	1
CS(=O)(=O)N(CC(=O)Nc1ccccc1-c1ccccc1)c1ccccc1	1	-3	4	2	2	-5	-6	-4	-1

Results in PAFAH1B3 inh, ZTA DNA inh and GSTO1 inh (5 entries from above):
Compound | PAFAH1B3 inh | ZTA DNA inh | GSTO1 inh
CCNC(=O)c1cc(S(=O)(=O)N2CCSCC2)ccc1OC | -3 | 0 | 4
Cc1ccc(S(=O)(=O)N(C)CCCC(=O)N2CCN(C=O)CC2)cc1 | -2 | 5 | 4
COc1cccc(NS(=O)(=O)c2ccc(Br)s2)c1 | 7 | 13 | 10
CC(C)(C)C(=O)/C(C#N)=C/c1cccs1 | -2 | -8 | -3
CCCN(CCC)c1ncnc2nc[nH]c12 | 5 | 16 | 1

Going on with the list:
Molecule	ZTA DNA inh	GSTO1 inh	PAFAH1B3 inh	PREPL inh	PAFAH2 FP inh	EBNA-1 inhibitor	LYPLA1 counter	PAD4 FP inh	LYPLA2 counter
COc1ccc(-c2nnc(NC(=O)c3cc(Cl)ccc3Cl)o2)cc1	15	-48	7	-1	6	-2	2	-1	5
COc1ccccc1NC(=O)CSc1nnnn1Cc1ccccc1	0	-1	2	12	2	6	2	1	7
O=C(c1ccc(-n2cccc2)cc1)N1CCOCC1	-4	2	6	-9	-4	-4	-1	0	3
O=Cc1ccc(OCc2ccc3c(c2)OCO3)cc1	2	1	-1	1	6	-13	-1	-1	6
O=C(O)c1[nH]c2ccc([N+](=O)[O-])cc2c1-c1ccccc1	4	-15	0	2	-1	-1	0	1	0
N/C(=N\OC(=O)COc1ccc2ccccc2c1)c1ccccn1	-10	7	5	14	7	-1	0	-5	2
COCCN1C(=O)C(O)=C(C(C)=O)C1c1ccc(OC)c(OC)c1 (stereo not drawn)	5	-6	3	9	3	-5	-3	5	-1
COc1c2c(cc3oc(=O)c4c5ccc(O)cc5oc4c13)OC(C)(C)CC2	-2	1	6	24	4	-1	2	2	5
COC(=O)Cc1c(C)[nH]n(-c2cc(Cl)cc(Cl)c2)c1=O	8	47*	-1	-8	9	5	-2	-17	0
O=C(NCCc1cccs1)C(c1ccccc1)c1ccccc1	-7	-3	2	4	2	-4	-1	3	-3
Cc1ccc(CN(C)C(=O)CC2C(=O)NCCN2CC2CCCCC2)cc1 (stereo not drawn)	-23	-4	0	6	2	-3	-2	-4	-9
CN(Cc1ccco1)S(=O)(=O)c1nnc(NC(=O)c2cccc(Cl)c2)s1	3	-149	15	-4	6	-2	-7	-4	-6

One compound at a time, from the list above. Screens in order: ZTA DNA inh | GSTO1 inh | PAFAH1B3 inh | PREPL inh | PAFAH2 FP inh | EBNA-1 inhibitor | LYPLA1 counter | PAD4 FP inh | LYPLA2 counter
`CC1CCN(c2c(NCC3CCC(C(=O)N4CCCC(C)C4)CC3)c(=O)c2=O)CC1` (stereo not drawn) in the list: 4 | 0 | -1 | 0 | 8 | 5 | 4 | -3 | -2
`COc1ccccc1C(=O)Nc1nnc(-c2ccc(F)cc2)o1` in the list: 0 | -5 | -4 | 26 | 2 | 4 | 2 | 1 | 13

(listing goes on)
Molecule	ZTA DNA inh	GSTO1 inh	PAFAH1B3 inh	PREPL inh	PAFAH2 FP inh	EBNA-1 inhibitor	LYPLA1 counter	PAD4 FP inh	LYPLA2 counter
O=C(Nc1ccc2c(c1)OCCO2)NC1CCCCC1	-8	8	0	0	0	8	-1	-4	-4
CC(=O)N1CCN(c2ccc(NCc3ccc(C)s3)cc2)CC1	10	9	-2	54*	1	-2	-2	14	5
Cc1ccccc1OCCn1cc(/C(N)=N/O)c2ccccc21	1	3	12	19	-1	4	2	2	1
O=[N+]([O-])c1ccc2nn(Cc3ccccc3)cc2c1	0	-2	0	8	-9	-12	-3	-2	0
Cc1csc(=O)n1CC(=O)OCC(=O)Nc1ccccc1C(C)C	0	.	-1	17	1	.	-5	-12	-2
CC1CCCCN1C(=O)c1cc(S(=O)(=O)N2CCCCC2)c[nH]1 (stereo not drawn)	-11	4	6	0	4	-14	0	0	-7
O=C(O)CN1C(=O)SC(Nc2ccccc2C(=O)O)C1=O (stereo not drawn)	7	1	5	8	3	1	-4	-4	-3
N#Cc1nc(-c2ccccc2F)oc1NC1CCCCC1	21	-8	0	2	6	-5	1	-2	-9
CCN(CC)c1ccc(C2C(C(=O)OCCOC)=C(C)NC3=C2C(=O)CCC3)cc1 (stereo not drawn)	-13	0	3	0	3	-1	-2	-4	4
CCN(CC)C(=O)Cn1cc(S(=O)(=O)CC(=O)Nc2ccc(C(N)=O)cc2)c2ccccc21	-9	8	5	11	-2	-6	3	2	6
CCCCN(C)CCNC(=O)CCn1nc(-c2ccc(Cl)cc2)ccc1=O	3	1	-6	-2	-5	0	2	-2	8
CCN(C(=O)c1cnc(NC(C)C)cc1C(F)(F)F)c1ccc(Cl)cc1Cl	-7	10	3	-8	17	-12	-2	5	-6
CCCCCCCSc1nnc(N)s1	-4	7	2	3	-4	7	-2	6	9
